# DENV2 CPE rescue – inhibitors of DENV2 cytopathic effect, primary screen, cell-based, plate reader, single concentration; CPE inhibition, % at 9.99 µM; DENV2-infected cells, cytopathic effect rescue; actives 1.7% (n = 350,000); in the data active = CPE inhibition above about 20%, passing the limit was not always enough; inconclusive = no clear call, values can overlap the other calls; tested in BHK-21 cells;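 also: 0% = median of neutral control wells and 100% = median of positive control wells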
# miR-122 sensor – miR-122 Renilla sensor signal increase in Huh7, primary screen, miR-122 inhibitor project, cell-based, single point, plate reader. Huh7 miR-122 Renilla luciferase sensor, 48 h; neutral wells = 0, positive control = 100. activation (reporter increase), % at 12.5 µM. actives 0.3% (n = 340,000). AID 602342, 2012;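 active = mean replicate activation score at least 90 and every replicate individually at or above 90; inconclusive = only one of the two criteria met; inactive = neither criterion met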;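 also: higher luciferase means less miR-122 activity so hits act as miR-122 inhibitors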
# PAX8 reporter – inhibitors of PAX8-driven TPO luciferase reporter, primary screen, RMG-I cells, single concentration. actives 1.2% (n = 360,000). SteadyGlo, 24 h. inhibition, % at 12.6 µM;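 active = mean replicate inhibition at least 60% with every replicate also reaching 60%; inconclusive = only one of the two criteria is met; inactive = mean below 60% and not all replicates reaching 60%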;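 also: luciferase light reporting Pax8 driven TPO promoter activity; plate controls were median of neutral control wells for no effect and mitoxantrone controls for full effect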
# F508del corr – F508del CFTR correction, initial screen, CFBE line, single point | actives 0.36% (n = 350,000) | CFBE cells, YFP halide quenching; stimulated with forskolin plus potentiator P3; % fluorescence drop versus neutral controls | activity (quench increase), % at 7.58 µM;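 active = mean added fluorescence quench of at least 8% versus neutral control, with both replicates also reaching 8%; inconclusive = only one of the mean or replicate conditions met; inactive = mean below 8% and not both replicates reaching 8%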;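 also: cells transiently co-express mutant CFTR-F508del with the halide-sensitive YFP; corrector assay measuring rescue of mutant channel to the surface after 24 h compound exposure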
# EWS-Fli block – EWS/Fli-driven NR0B1 reporter inhibitors, primary screen, A673 cells, NR0B1 luciferase, luminescence, MLPCN library; viability-normalised; inhibition, % at 12.6 µM; actives 0.67% (n = 350,000); AID 651661, 2012;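 active = mean inhibition of at least 50% after viability correction, with every replicate also passing that limit; inconclusive = mean reaches 50% but only one of two replicates passes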;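 also: firefly luciferase signal divided by Alamar Blue viability fluorescence both relative to DMSO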
# FN deposit inh – inhibitors of fibronectin matrix deposition, primary screen, AH1F cells, Alexa488-fibronectin fluorescence, plate reader. AH1F fibroblasts, overnight. inhibition, % at 12.6 µM. actives 0.086% (n = 350,000);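 active = mean inhibition across replicates of 30% or more, regardless of how many single replicates reach that level; inconclusive = mean under 30% yet at least half of replicates reach 30%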;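 also: positive control wells lacked labelled fibronectin entirely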
#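 Assay system: AH1F fibroblast monolayer, labelled fibronectin deposition. Amount: 10000 cells per well. Also added: labelled fibronectin 24 nM. Compound: single-point pinned compound. Incubation: cell attachment 1 h, compound and FN exposure overnight. Detection: fluorescence after three HBSS washes, excitation 485 nm, emission 525 nm. Read-out: inhibition of fibronectin deposition signal.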
# GSIS activator – GLuc luminescence reporter in INS-1E cells, primary screen for activators of glucose-dependent secretion of insulin; activation, % at 16.6 µM; INS-1E GLuc reporter insulin secretion, 2-3 h; actives 0.61% (n = 370,000); AID 743287, 2014;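 active = lowest replicate activation of at least 40%, so every replicate reaches that level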;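 also: 0% = median of neutral control wells and 100% = median of IBMX positive control wells; some compounds called inactive have numbers as strong as hits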
# The depositor's hits bear a star; ? = inconclusive; nt = no result given; & = joins results of further samples; [ ] = another dose, or the depositor's remark.
SMILES,DENV2 CPE rescue,miR-122 sensor,PAX8 reporter,F508del corr,EWS-Fli block,FN deposit inh,GSIS activator
Cc1ccc(NC(=O)C2CCCN(S(=O)(=O)c3c(C)noc3C)C2)cc1 (configuration not stated),9,4,2,0.5,11,2,8
COc1ccc(CNC(=O)CSc2nnnn2C)cc1OC,2,nt,-15,-0.5,-5,-2,-3
COc1ccc(NC2CCCN(C(=O)c3ccccc3N3CCOCC3)C2)cc1OC (configuration not stated),-5,6,-10,0.1,-7,nt,0
O=C(CCNS(=O)(=O)c1ccccc1C(F)(F)F)NCCCc1ccccc1,7,nt,8,0.7,6,0,-23
COCC(=O)Nc1ccc2c(c1)[C@H]1C[C@@H](CC(=O)NCc3ccc(OC)cc3)O[C@@H](CO)[C@H]1O2,4,5[16.7 µM],15,-0.9,5,-17,-5
COc1ccccc1CN1C(=O)c2cccc3cccc(c23)C1=O,nt,-3,15,nt,nt,-18,-5
OC(CSc1c(Cl)cccc1Cl)CN1CCN(c2ccc(F)cc2)CC1 (configuration not stated),nt,-1,nt,nt,nt,5,-20
CO[C@H]1CN(C)C(=O)c2cc(NC(=O)Nc3cccc(Cl)c3)ccc2OC[C@H](C)NC[C@H]1C,1,nt,10,-2.3,12,2,-10
Cc1ccccc1S(=O)(=O)NCC[C@@H]1CC[C@@H](NC(=O)C2CCC2)[C@H](CO)O1,5,nt,-7,-1.4,6,nt,4
O=C(COC(=O)C1=NN(c2ccccc2)C(=O)CC1)Nc1ccc([N+](=O)[O-])cc1C(F)(F)F,2,6,0,-4.0,11,-10,4
COc1ccc(/C=N/NC2=NS(=O)(=O)c3ccccc32)cc1OC(C)=O,-5,5,4,-0.4,2,-3,2
COc1cccc(CN(C)C(=O)CSC(C)C(=O)Nc2cc(C)on2)c1OC (configuration not stated),4,nt,12,-1.0,-6,0,11
CCN(CC)S(=O)(=O)c1ccc(C(=O)NN(C)C2=NS(=O)(=O)c3ccccc32)cc1,3,2,-14,-1.5,5,-5,-6
CCC(=O)N1CC2(CN(Cc3ccccc3Cl)C2)c2c([nH]c3cc(OC)ccc23)[C@@H]1CO,5,nt,35,1.9,5,nt,7
CN(C)C(=O)Cn1nc(-c2ccccc2)c2ccccc2c1=O,nt,0,9,nt,nt,-1,nt
COC(C[C@H](O)C[C@@H](O)[C@@H](C)OCc1ccccc1)OC,-8,nt,26,-0.6,-7,2,-2
COc1ccc(-c2cc(NC=O)c3ncc(-c4cccc(C(F)(F)F)c4)n3c2)cc1OC,-13,2,23,-1.3,23,6,-4
c1ccc(-c2ccccc2OCCN2CCOCC2)cc1,10,-7,35,-1.1,-6,2,45
C[C@H]1CN([C@@H](C)CO)S(=O)(=O)c2ccc(-c3ccccc3)cc2O[C@@H]1CN(C)C(=O)c1ccccc1F,nt,17[16.7 µM],nt,4.0,-5,9,-14
OC[C@@H]1CN(Cc2ccco2)C[C@H](n2cnc3c(N4CCN(c5ccccc5)CC4)ncnc32)O1,2,6,-7,-3.6,6,1,8
CC(=O)Nc1nnc(SCC(=O)Nc2ccc3c(c2)OCCO3)s1,-2,-5,-3,1.1,nt,1,-18
C[C@@H]1CN([C@H](C)CO)C(=O)c2cc(-c3ccccc3)cnc2O[C@H]1CN(C)C(=O)NC1CCCC1,-4,10[16.7 µM],12,0.9,-4,2,2
CN(C(=O)COC(=O)Cc1c(F)cccc1Cl)c1c(N)n(Cc2ccccc2)c(=O)[nH]c1=O,4,-9,0,-1.5,-10,-4,16
CCN(CC)CCCNC1=C(Cl)C(=O)c2ccccc2C1=O,-8,-14,70*,3.9,65*,-7,-18
C[C@@H]1CN([C@H](C)CO)C(=O)CCCn2cc(nn2)CO[C@@H]1CN(C)Cc1cccc(O)c1,0,1[16.7 µM],nt,2.0,-3,8,-6
COCC(=O)Nc1ccc2c(c1)[C@@H]1C[C@@H](CC(=O)NCc3cccnc3)O[C@H](CO)[C@@H]1O2,-3,4[16.7 µM],-1,-1.3,0,nt,17
CCOC(=O)Cc1csc(NC(=O)Nc2cccs2)n1,7,8,-32,-3.2,-27,3,-17
CCCCNC(=O)COC(=O)c1c2c(nc3ccccc13)/C(=C\c1cccs1)CC2,-1,nt,-12,-1.1,-29,-12,nt
O=[N+]([O-])c1ccc(Cl)c(CN2CCN(c3ncccn3)CC2)c1,-2,nt,14,-4.5,6,-3,-25
O=C(c1ccncc1)N1CCN(S(=O)(=O)c2ccccc2Br)CC1,9,-5,0,-1.3,2,9,13
C=C(C)CNC(=O)c1ccc(OC2CCN(C(=O)COC)CC2)cc1,4,-6,33,-0.5,-2,-11,-7
COc1cc(OC)c(OC)cc1/C=N/NC(=O)c1cnccn1,9,-6,-10,-2.3,4,nt,9
CCCN1C[C@H](C)[C@@H](OC)CN(C)C(=O)c2cc(NC(=O)c3ccc(F)cc3)ccc2OC[C@H]1C,47*,-7[16.7 µM],nt,0.9,-1,3,4
CC(=O)c1c(N2CCN(C)CC2)nc(=S)n(Cc2ccccc2)c1C,-6,3,27,-0.8,-2,2,nt
COc1ccc(C(=O)N/C(=C\c2ccc3c(c2)OCO3)C(=O)N2CCOCC2)cc1,4,nt,-12,0.5,-4,4,0
C[C@@H]1CN([C@@H](C)CO)C(=O)c2cccc(NC(=O)Nc3cccc4ccccc34)c2O[C@H]1CN(C)S(=O)(=O)c1ccccc1,-9,8[16.7 µM],12,2.4,1,nt,nt
CC1NC(=O)N(C)[C@@H]2NC(=O)N(C)C(c3ccc([N+](=O)[O-])cc3)[C@@H]12 (some centres not stated),1,-2,-6,1.2,-6,9,-13
COc1ccc2c3c([nH]c2c1)[C@H](CO)N(S(C)(=O)=O)CC31CN(C(=O)Nc2ccccc2)C1,3,nt,-16,4.8,-11,nt,-3
COC(=O)c1c(C)oc(C)c1S(=O)(=O)Nc1ccc(C(C)C)cc1,-5,30,4,-2.3,0,-13,53*
CCN(CC)C(=O)Cn1cc(S(=O)(=O)CC(=O)Nc2cc(C)on2)c2ccccc21,?,1,7,-1.7,nt,nt,12
CN1C(=O)CSC1=Nc1ccc(F)cc1,?,-7,-9,-1.5,-2,17,-1
O=C(CCC1CCCC1)N1CCC(N2CCCCCC2)CC1,7,nt,-14,nt,-20,-1,nt
C[C@H]1CN([C@@H](C)CO)C(=O)c2c(c3ccccc3n2C)-c2ccccc2CO[C@H]1CN(C)C(=O)Nc1cccc(F)c1,4,nt,11,-1.1,2,-4&2,-28&-9
C[C@@H]1CN([C@H](C)CO)C(=O)c2cccc(NS(C)(=O)=O)c2O[C@@H]1CN(C)Cc1ccncc1,4,3[16.7 µM],-26,0.8,-3,nt,16
COc1ccc(NC(=O)Nc2ccc3c(c2)C(=O)N([C@H](C)CO)C[C@H](C)[C@H](CN(C)C(=O)Nc2ccc(F)cc2)O3)cc1,-7,-6[16.7 µM],-15,-0.7,-1,nt,-16
Cc1ccc(O)c(Nc2c3ccccc3nc3ccccc23)c1,6,8,6,-1.0,14,-5,9
CCOC(=O)C1(CC2CCCCO2)CCN(S(=O)(=O)c2ccccc2)CC1 (configuration not stated),3,nt,0,-1.1,-2,5,-10
COc1ccc(C(C[N+](=O)[O-])c2c(-c3ccccc3)cc3ccccn23)cc1OC (configuration not stated),nt,0,-7,nt,nt,1,nt
CN1C(=O)c2cc(NC(=O)C3CCCCC3)ccc2OC[C@@H]2O[C@@H](CC(=O)NCCc3ccncc3)CC[C@H]21,-5,4[16.7 µM],10,3.8,-5,-11,3
CNc1nc(-c2ccc3c(c2)CCN3C(=O)c2ccccc2F)c(C)s1,nt,-12,-31,-0.8,-42,nt,2

# Marked active in GSIS activator (from the list above):
smiles,DENV2 CPE rescue,miR-122 sensor,F508del corr,GSIS activator
COC(=O)c1c(C)oc(C)c1S(=O)(=O)Nc1ccc(C(C)C)cc1,-5,30,-2.3,53*

# The results go on:
SMILES,DENV2 CPE rescue,miR-122 sensor,PAX8 reporter,F508del corr,EWS-Fli block,FN deposit inh,GSIS activator
O=C(COC(=O)/C=C/c1ccccc1[N+](=O)[O-])Nc1ccc(OCc2ccccc2)cc1,-4,nt,-97,nt,-18,1,nt
CCCNC(=O)C[C@H]1CC[C@@H]2[C@@H](COc3ccc(NC(=O)COC)cc3C(=O)N2C)O1,15,-29[16.7 µM],-16,-2.3,4,9,2
O=C1CCCCCCCN1Cc1ccccc1,-1,nt,-3,-0.8,5,11,12
CC(C)(C)OC(=O)NC(Cc1ccccc1)C(=O)N1CCCC1C(=O)O (configuration not stated),1,nt,-19,1.8,-5,2,10
Cn1c(=O)c2c(nc(CCC3CCCC3)n2C)n(C)c1=O,4,nt,-25,4.7,7,5,16
CCCNC(=O)N1[C@@H]2CN(C)c3ccccc3[C@@H]2[C@@H]1CO,0,3[16.7 µM],-10,-3.8,4,nt,-2
CC(/C=N/NC(=O)c1cc(-c2ccccc2)nc2ccccc12)=C\c1ccco1,nt,33,41,nt,nt,5,-24
C[C@@H]1CCCCO[C@@H](CN(C)C(=O)Cc2ccccc2)[C@H](C)CN([C@@H](C)CO)C(=O)c2cc(NC(=O)Nc3cccc4ccccc34)ccc2O1,1,-13[16.7 µM],32,-1.1,3,nt,4
O=C(O)c1ccc(N=NN2CCCCCC2)cc1,112*,nt,-116,0.1,-64,8,nt
C=CCn1c(SCc2ccc(C(=O)NCCO)cc2)nc2sc(C)c(C)c2c1=O,6,-5,17,0.9,12,22,-6
O=C(CSc1nnc(-c2ccccc2Br)o1)Nc1nncs1,7,-5,-10,2.9,6,nt,8
CCOC(=O)C1=C(C)N(c2ccccc2)C(=O)/C1=C\c1cccs1,nt,-5,-9,nt,nt,nt,88*
O=C(CSc1nnc(-c2ccc(Br)o2)n1Cc1ccccc1)c1ccccc1F,nt,41,-5,nt,nt,-4,-9
COc1ccc(S(=O)(=O)N2CCC(C(=O)NC3CC3)CC2)cc1,-2,-6,-4,0.7,2,-12,-11
O=C(C[C@@H]1C[C@H]2c3cc(NC(=O)c4ccc5c(c4)OCO5)ccc3O[C@H]2[C@@H](CO)O1)NCc1cccnc1,2,6[16.7 µM],-21,-2.4,-15,nt,17
C[C@@H]1CCCCO[C@@H](CN(C)Cc2ccc(C(=O)O)cc2)[C@H](C)CN([C@@H](C)CO)C(=O)c2cc(NC(=O)Nc3ccc(F)cc3)ccc2O1,-3,7[16.7 µM],3,4.5,-4,nt,6
COc1ccc(-c2cc(C)no2)cc1S(=O)(=O)N1CCN(c2cccc(C)c2)C(C)C1 (configuration not stated),0,nt,49,-2.9,21,2,4
CC[C@@H]1Cc2[nH][nH]c(=O)c2[C@H](CC(C)C)O1,16,nt,11,-3.1,-5,9,28
COCC(=O)N1C[C@@H](C)[C@H](OC)CN(C)C(=O)c2ccc(NC(=O)C3CCC3)cc2OC[C@H]1C,-4,4[16.7 µM],nt,0.9,-7,-4,-1
Cc1ccc(COC(=O)c2cc(S(=O)(=O)N3CCCCC3)ccc2N2CCOCC2)cc1,-10,-5,37,2.4,33,-1,-5
CCOCCOCCC(C(=O)OCC)P(=O)(c1ccccc1)c1ccccc1 (configuration not stated),nt,-10,nt,nt,nt,0,8
Cc1c(Cl)cccc1NC(=S)N1CCN(C(=O)c2ccco2)CC1,2,-2,13,-1.5,5,8,-1
CCCCc1c(-c2ccccc2OC)ncn1Cc1ccccc1,-8,nt,24,-2.8,13,4,36
COc1cccc(Cn2cnc(-c3ccccc3OC)c2-c2cccnc2)c1,-3,nt,-5,4.6,-44,nt,10

# Not a hit list. About 3.9% of those tested had a hit in this group.
